High-throughput results deposited in PubChem by PCMD.
Yeast growth tox: Inhibitors of S. cerevisiae growth, toxicity. 30,000 tested, 0.3% active. growth inhibition, % at 25 µM (by protocol). S. cerevisiae wild-type growth, A595 turbidity, 16 h;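 active = mutant and wild-type yeast strains alike exhibit over 30% growth inhibition; inconclusive = a strain exceeds 50% while the second remains under 30%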;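 note: 0% = untreated cell controls and 100% = YPD media blanks without cells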
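Schedule: 16 h growth with compound, 30 °C. System: yeast, wild-type or eIF2Bepsilon-R284H mutant. Doses: one dose, 25 µM compound[…]. Buffer or medium: YPD. Signal: turbidity measured as absorbance at 595 nm. Read-out basis: growth inhibition (%) versus cell controls and blanks.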
Yeast eIF2B: modulators of yeast eIF2B activity | S. cerevisiae eIF2B-epsilon R284H, GCN4-lacZ luminescence | inhibition, % at 25 µM (by protocol) | 27,000 tested, 0.91% active;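 active = mutant luminescence inhibited past about 50% while wild type luminescence and mutant growth stay under set limits, limit read from the data; inconclusive = mutant versus wild type luminescence inhibition gap past a set limit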; note: some compounds called inactive have numbers as strong as hits
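material = yeast eIF2B-epsilon R284H mutant carrying GCN4–beta-galactosidase fusion | schedule = 16 h growth with compound at 30 °C, 90 min Beta-Glo step | measured by = luminescence and A595 | compound dosing = one concentration, 25 µM, 0.25% DMSO | read-out basis = % inhibition of reporter signal and growth versus controls | buffer or medium = YPD medium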
Yeast growth tox inhibition %: recorded beside Yeast growth tox, whose call it bears; growth inhibition, %; S. cerevisiae eIF2Bepsilon-R284H mutant growth, A595 turbidity, 16 h;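 each compound tested once at 25 µM; 0% equals untreated cells and 100% equals cell-free medium blanks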
Yeast eIF2B mutant toxicity: also measured in Yeast eIF2B; calls as there; growth inhibition, %; measured here: mutant yeast growth, toxicity;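 each compound tested once at 25 µM; zero equals untreated control growth and 100 equals blank medium absorbance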
* marks the source's active call; other numbers are inactive results; ? = inconclusive; nt = not tested or not shown. Some of the compounds tested. The share of hits here may be higher or lower than overall.

SMILES	Yeast growth tox	Yeast growth tox inhibition %	Yeast eIF2B	Yeast eIF2B mutant toxicity
FC(F)(F)c1cc(-c2ccccc2)nc(N2CCCCCC2)n1	0	-8	-19	-8
COCCn1nnnc1C(CC(C)C)N1CCN(C(=O)c2ccco2)CC1 (stereo not drawn)	12	4	24	4
Cc1ccccc1C(=O)N1CCN(c2ncnc3c2cnn3-c2ccccc2)CC1	18	-24	1	-24
O=C(NCCCO)c1ccc2[nH]c3c(c2c1)CCCC3	15	30	25	30
CC(C)c1cc(NC(=O)CSc2nnc(-c3ccccc3F)n2C)on1	0	-4	5	-4
CC(C)(C)c1nc(NCC2CCCO2)c2nnn(Cc3ccccc3)c2n1 (stereo not drawn)	-4	3	-8	3
CCCCC1CC(C)(C(=O)CSc2nc3ccccc3s2)OC1=O (stereo not drawn)	15	23	nt	nt
O=c1ccc2c(o1)/C(=C/C=C(Cl)Cl)CCC2	12	-14	15	-14
Cc1cc2nc(NC3=NCN(Cc4ccc5c(c4)OCO5)CN3)nc(C)c2cc1C	11	11	-18	11
O=C(NCC1CCCO1)c1sc(=S)n2c1[nH]c(=O)c1ccc(C(=O)N3CCCCC3)cc12 (stereo not drawn)	2	-4	16	-4
CCN(CC)C(=O)c1cc2sc3ccccc3c2s1	20	-14	4	-14
CC1(C)CC(=O)c2cc(OCC(=O)NCCCN3CCN(c4ccc(F)cc4)CC3)ccc2O1	-8	-13	-12	-13
COc1ccc(Nc2cc(=O)oc3ccccc23)cc1	2	16	21	16
CCCC1=C(C(=O)OCC)C(c2cc(Cl)cc(OC)c2OCC(=O)OCC)NC(=O)N1 (stereo not drawn)	7	4	13	4
CCOc1ccc(-n2cc(C(=O)N3CCC(C)CC3)c3cc(OC)c(OC)cc3c2=O)cc1	8	-3	49	-3
CC1(C)CC(=O)C(C=N)=C(O)C1	2	16	14	16
N#C/C(C(=O)c1ccccc1)=C1/SC=C(N)N1c1ccccc1	-6	13	19	13
Cn1c(Cn2nnc(-c3ccccc3)n2)nnc1SCc1ccccc1Cl	5	4	nt	nt
O=C1c2ccccc2C(=O)N1c1n[nH]c(CCc2ccccc2)n1	1	-25	6	-25
Cc1csc(NC(=O)CSc2nnc(-c3ccncc3)o2)n1	-11	-12	-22	-12

Part of the list above in order of molar mass, descending:
SMILES	Yeast growth tox	Yeast growth tox inhibition %	Yeast eIF2B	Yeast eIF2B mutant toxicity
O=C(NCC1CCCO1)c1sc(=S)n2c1[nH]c(=O)c1ccc(C(=O)N3CCCCC3)cc12 (stereo not drawn)	2	-4	16	-4
Cc1cc2nc(NC3=NCN(Cc4ccc5c(c4)OCO5)CN3)nc(C)c2cc1C	11	11	-18	11
COCCn1nnnc1C(CC(C)C)N1CCN(C(=O)c2ccco2)CC1 (stereo not drawn)	12	4	24	4
CC(C)(C)c1nc(NCC2CCCO2)c2nnn(Cc3ccccc3)c2n1 (stereo not drawn)	-4	3	-8	3

Carrying on.
SMILES	Yeast growth tox	Yeast growth tox inhibition %	Yeast eIF2B	Yeast eIF2B mutant toxicity
COc1cccc(Oc2cncnc2-c2ccc(OC)cc2O)c1	12	-41	22	-41
COC(=O)c1ccccc1OCC(=O)NC1CCCCC1	10	14	nt	nt
CCC(CC)C(=O)Nc1cccc(C(=O)N2CCCCCC2)c1	0	-4	12	-4
Cc1ccc(OCC(=O)N2N=C(C(F)(F)F)CC2(O)C(C)(C)C)cc1C (stereo not drawn)	2	14	25	14
CCn1c(SCC(=O)NC2CCCc3ccccc32)nnc1-c1cccs1 (stereo not drawn)	-16	-14	8	-14
COC(=O)c1cn(NC(=O)c2cccc(F)c2)c(=O)c2ccccc12	9	15	nt	nt
COc1cc(S(=O)(=O)N(Cc2cccs2)C2CC2)ccc1-n1cnnn1	13	-4	21	-4
COc1ccc(Br)cc1C(=O)Nc1ccc(NC(=O)c2ccco2)cc1	-9	3	7	3
CSc1nc(-c2ccco2)nn1S(=O)(=O)c1ccccc1	-1	-14	-18	-14
c1csc(-c2csc(-c3cccs3)n2)c1	12	0	9	nt
COc1cc(OC)c(C2C(C#N)=C(N)Oc3cc(C)n(CCCN4CCOCC4)c(=O)c32)cc1OC (stereo not drawn)	7	-4	14	-4
O=C(Nc1nc(-c2ccncc2)cs1)c1ccc(S(=O)(=O)N2CCOCC2)cc1	-17	0	11	nt
COc1cc(C(=S)N2CCCC2)cc(OC)c1O	-10	0	57*	nt
CCOC(=O)C1=C(C)Nc2nnnn2C1c1ccccc1Cl (stereo not drawn)	-2	-20	22	-20
CCn1cc(C(=O)Nc2ccc(OC)c(OC)c2)c2cc(OC)c(OC)cc2c1=O	29	18	nt	nt
CC(C)c1nnc(NC(=O)CN(C)S(=O)(=O)c2ccc3c(c2)OCCO3)s1	nt	nt	-2	nt
CC(C)(C)NC(=O)c1ccc2c(c1)N(CC(=O)N1CCN(c3ccc(F)cc3)CC1)C(=O)C(C)(C)O2	4	15	13	15
N#C/C(=C/c1ccc(N2CCOCC2)o1)c1nc2ccccc2[nH]1	-15	-40	nt	nt
COc1ccc(C(O)c2nccn2C)cc1 (stereo not drawn)	7	19	7	19
COc1ccc(NC(=O)Nc2c(C)n(-c3ccccc3)c(=O)n2C)cc1OC	nt	nt	-25	nt
CCCc1nnc(NC(=O)CN2C(=O)c3ccccc3C2=O)s1	17	15	20	15
CCCCS(=O)(=O)c1sc2nc(C)cc(C)c2c1N	5	6	13	6
CCCn1c2c(c(O)c(C(=O)Nc3ncccc3O)c1=O)CCCC2	8	-4	18	-4
CCN(CC)CCNc1c2c(c(C#N)c3nc4ccccc4n13)CCCC2	?	nt	85	95
CCN1C(=O)N(c2ccc(Cl)cc2)C(C)=CC1(C)C	7	13	nt	nt
O=S(=O)(c1cc(Cl)ccc1Br)N1CCCCC1	34	-3	-16	-3
C=C(C)C(=O)Nc1cccc(C(C)=O)c1	16	6	20	6
CCC(=O)N1CCN(c2ccc(Cl)cc2NC(=O)Cc2ccccc2)CC1	4	-7	nt	nt
COc1cccc(/C(O)=C2\C(=O)C(=O)N(c3ccccn3)C2c2ccccc2OC)c1 (stereo not drawn)	0	-10	17	-10
c1ccc(CSc2nnc(Cc3ccccn3)o2)cc1	-2	0	18	nt
Cc1ccc(-n2c(SCC(=O)OC(C)C)nnc2-c2cnccn2)cc1	2	20	12	20
Nc1nnc(CC(=O)NCc2ccccc2)s1	7	-9	-3	-9
CN(C)S(=O)(=O)c1ccc(-c2csnn2)s1	15	18	nt	nt
Cc1cc(NC(=O)NC(=O)c2ccc(F)cc2F)n[nH]1	12	8	23	8
CCN(CC)c1ccc(-c2nnc(SCC(=O)Nc3ccccc3C#N)n2-c2ccccc2)cc1	10	-38	-12	-38
COC(=O)c1ccc(-c2ccco2)n1Cc1nc(-c2ccc(OC)c(OC)c2)oc1C	-74	-5	-19	-5
CCOC(=O)c1ccc(NC(=O)c2cnccn2)cc1	8	10	nt	nt
COc1ccc(-c2nc(-c3ccccc3)c(-c3cc([N+](=O)[O-])ccc3C)[nH]2)cc1OC	34	6	-2	6
Cc1cc(C)c(C#N)c(N2CCN(CCOc3ccc(Cl)cc3)CC2)n1	37	0	-21	nt
Nc1nc(CSc2nnnn2-c2ccccc2)nc(N2CCCc3ccccc32)n1	nt	nt	-14	nt
CCOC(=O)N1CCN(C(=O)CCn2nc(-c3ccc(Cl)cc3)ccc2=O)CC1	-2	23	nt	nt
CCCC(=O)Nc1ccccc1NC(C)=O	11	39	1	39
O=C(/C=N\O)NCCCNCc1ccccc1	-23	-11	7	-11
c1ccc(NC2=NCCCCS2)cc1	-11	11	32	11
Cn1c(/C(C#N)=C(\O)CN2CCN(Cc3ccccc3)CC2)nc2ccccc21	-15	0	64*	nt
Cc1ccc(NC(=O)c2ccc3c(c2)N(CC(=O)N2CCCCC2)C(=O)C(C)(C)O3)cc1	2	-17	18	-17
COc1ccc(CNC(=O)CN(CC2CCCO2)C(=O)CNS(=O)(=O)c2ccc(F)cc2)cc1 (stereo not drawn)	9	0	22	nt
Cc1nn(-c2ccc(F)cc2F)c2c1-c1nc(N3CCCC3)ncc1CC2	-20	10	-3	10
COCCn1c(SCC(=O)N2CCCc3ccccc32)nc2cccnc21	-1	0	21	nt
Cc1cc(=O)[nH]c(SCc2nnc(-c3ccccc3)o2)n1	23	7	23	7
O=C1c2ccccc2C(=O)N1CCSc1ccccc1	8	16	-14	16
O=C(NCCO)c1ccc2c(c1)S(=O)(=O)c1ccccc1C2=O	12	-7	14	-7
Cc1ccc(-n2ncc3c(=O)[nH]c(SCC(=O)N4CCOCC4)nc32)cc1	-19	-7	35	-7
CN1CC(=O)Nc2ccc(F)cc2C1=O	nt	nt	-24	nt
Cc1ccc(-c2c3c(=O)n(C)c(=O)n(C)c3cn2-c2ccccc2O)cc1	8	10	11	10
CC(=O)Nc1cc(C(=O)c2ccccc2)ccc1N1CCOCC1	6	17	-11	17
Cc1ccc2cc(C(c3nnnn3C(C)(C)C)N3CCCC3)c(=O)[nH]c2c1C (stereo not drawn)	-2	0	28	nt
Cc1ccccc1C(=O)c1cccn1CC(=O)NCc1ccco1	13	-15	1	-15
CCOC(=O)c1sc2nccc(N(C)C)c2c1N=CN(C)C	4	18	26	18
O/N=C\c1cccn1-c1ccc(Br)cc1	18	11	nt	nt

Profiles, quoted from the list.
`O/N=C\c1cccn1-c1ccc(Br)cc1` in the list: Yeast growth tox = 18; Yeast growth tox inhibition % = 11; Yeast eIF2B = nt; Yeast eIF2B mutant toxicity = nt
`CC(=O)Nc1cc(C(=O)c2ccccc2)ccc1N1CCOCC1` in the list: Yeast growth tox = 6; Yeast growth tox inhibition % = 17; Yeast eIF2B = -11; Yeast eIF2B mutant toxicity = 17
`Cc1ccc2cc(C(c3nnnn3C(C)(C)C)N3CCCC3)c(=O)[nH]c2c1C` (stereo not drawn) in the list: Yeast growth tox = -2; Yeast growth tox inhibition % = 0; Yeast eIF2B = 28; Yeast eIF2B mutant toxicity = nt

Retrieved by structure from the list above (three):
SMILES	Yeast growth tox	Yeast growth tox inhibition %	Yeast eIF2B	Yeast eIF2B mutant toxicity
COCCn1c(SCC(=O)N2CCCc3ccccc32)nc2cccnc21	-1	0	21	nt
O=C1c2ccccc2C(=O)N1CCSc1ccccc1	8	16	-14	16
CCOC(=O)c1sc2nccc(N(C)C)c2c1N=CN(C)C	4	18	26	18

Next section
SMILES	Yeast growth tox	Yeast growth tox inhibition %	Yeast eIF2B	Yeast eIF2B mutant toxicity
COc1ccccc1NC(=O)Cn1cnc2sc(C)c(S(=O)(=O)N3CCCCC3)c2c1=O	10	18	18	18
COC(=O)CN(C#N)c1nc(NC(C)C)nc(OC)n1	-6	-12	-3	-12
Nc1cc(C(=O)c2cccs2)ccc1Cl	21	13	18	13
COc1cc(C2C(C#N)=C(N)Oc3cc(O)ccc32)cc2c1OCO2 (stereo not drawn)	-18	-5	11	-5
CCOCC(=O)Nc1nnc(C)s1	23	0	1	nt
Nc1ccc(N2CCCCCC2)cc1	7	3	21	3
O=C(c1cc(C2CC2)nc2ccc(Br)cc12)N1N=C(C(F)F)CC1(O)C(F)F (stereo not drawn)	-9	17	-49	17
CC(C)C(c1nnnn1Cc1ccco1)N1CCN(c2nc3ccccc3s2)CC1 (stereo not drawn)	-32	-32	3	-32
O=C(O)C1CC(O)CN1S(=O)(=O)c1cccs1 (stereo not drawn)	-1	3	22	3
O=C(C1CC1)N1CCN=C1SCc1ccc(Cl)cc1	8	2	49	2
COCCNC(=O)c1ccccc1NS(=O)(=O)c1ccc(Br)s1	8	11	31	11
Brc1ccc(NCc2cccc3ccccc23)nc1	9	5	nt	nt
CCOC(=O)c1coc(CNC(=O)c2c(C)oc3c2CCCC3)c1	-17	-17	16	-17
O=C(CSc1nc(-c2ccccc2)c(-c2ccccc2)[nH]1)NCc1ccco1	-14	-30	27	-30
CC(=O)c1ccc(NC(=O)Cn2nc(C)cc2C)cc1	-5	5	-2	5
CC1=C(C#N)C(c2ccc3ncccc3c2)C(C#N)=C(C)N1	-13	4	2	4
Cc1ccc(C(=O)SC2=NCCS2)cc1	nt	nt	-52	nt

Some of the entries so far, with values under each structure.
Below each compound: Yeast growth tox | Yeast growth tox inhibition % | Yeast eIF2B | Yeast eIF2B mutant toxicity
- COC(=O)CN(C#N)c1nc(NC(C)C)nc(OC)n1
→ -6 | -12 | -3 | -12
- Nc1cc(C(=O)c2cccs2)ccc1Cl
→ 21 | 13 | 18 | 13
- COc1cc(C2C(C#N)=C(N)Oc3cc(O)ccc32)cc2c1OCO2 (stereo not drawn)
→ -18 | -5 | 11 | -5
- CCOCC(=O)Nc1nnc(C)s1
→ 23 | 0 | 1 | nt
- Nc1ccc(N2CCCCCC2)cc1
→ 7 | 3 | 21 | 3
